Screening results deposited in PubChem by several laboratories.
Hep lipid drop: hepatic lipid droplet formation modulation; AML12 mouse hepatocytes, oleate lipid droplets, BODIPY imaging; inhibition, % at 6.5 µM; actives 0.4% (n = 240,000);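 active means lipid droplet intensity inhibited by at least 50%, with more than 500 cells counted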
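Material – mouse AML12 hepatocyte cell line, fixed after treatment · Compound dosing – one dose, 6.5 µM compound · Times – compound with oleate, overnight · Measured by – Image-based BODIPY and DAPI two-channel analysis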
NOD2 inhibition: NOD2 signaling inhibitors, cell-based, luminescence, uHTS, HEK293 (AID 1566). HEK293 NOD2/NF-kB luciferase reporter, luminescence; higher % means a stronger effect. inhibition, % at 4 µM; hits with a dose series show EC50 in µM. actives 0.63% (n = 290,000); further: many of its hits are not listed in these tables
CSM14.1 death rescue: protection against thapsigargin-triggered cell killing – 384-well, CSM14.1, ATP luminescence, primary screen (AID 1222); CSM14.1 thapsigargin-induced death rescue, ATP luminescence; higher % means a stronger effect; cellular ATP content (survival), % at 20 µM, or EC50 in µM where a hit was titrated; 190,000 tested, under 10 active;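 active means EC50 below 50 µM in the dose-response confirmation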;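 further: death triggered by thapsigargin at about 15 µM added after 2 h compound pretreatment; cell ATP read after overnight thapsigargin exposure of roughly 18 to 22 hours; normalized against plate controls of thapsigargin alone and 5% DMSO vehicle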
AID2073: disruptors of CaV2.2 binding to Mint1 – biochemical, HTRF (AID 2073); actives 0.19% (n = 290,000); HTRF protein-protein interaction, Mint1-CaV2.2; higher % means a stronger effect; inhibition, % at 20 µM; hits with a dose series show IC50 in µM; in the data active means inhibition mostly above about 51%, no sharp cut-off; further: some results filed as inactive read as strong as hits
LYP phosphatase: inhibitors of LYP phosphatase, biochemical, fluorescence intensity, uHTS (AID 1779); one-dose inhibition, % at 11.5 µM; IC50 in µM for titrated hits; actives 0.054% (n = 290,000); recombinant LYP phosphatase, fluorescence intensity; higher % means a stronger effect;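 further: plate controls were vehicle with enzyme for no effect and no enzyme for full effect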
P. falciparum M1AAP: P. falciparum M1AAP inhibitors, biochemical, fluorogenic H-Leu-NHMec substrate, 1536-well (AID 1445) | recombinant M1AAP, H-Leu-NHMec fluorogenic kinetic assay; higher % means a stronger effect | actives 0.42% (n = 220,000) | inhibition, % at 30 µM, or IC50 in µM where a hit was titrated;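 active means primary inhibition above the hit cutoff, then over 50% inhibition at one or more dose response concentrations, cut at about 23% in these data, passing the limit was not always enough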;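 further: plate controls were DMSO full reaction for no effect and no enzyme background for full effect; strong numbers were not always called active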
Siah-1 displacement: blockers of Siah-1 interaction with plectin peptide – biochemical, fluorescence polarization, rhodamine-plectin, uHTS, primary screen (AID 1817). displacement, % at 20 µM, or IC50 in µM where a hit was titrated. Siah-1 / rhodamine-plectin peptide fluorescence polarization; higher % means a stronger effect. actives 0.02% (n = 290,000);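 active means displacement of at least 50% at 20 µM, with a fluorescence ratio check between 0.3 and a set limit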;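 further: plate controls were Siah plus tracer with DMSO for no effect and tracer alone without Siah for full effect; strong numbers were not always called active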
M17LAP inhibition: P. falciparum M17LAP inhibitors, primary screen, biochemical, fluorogenic H-Leu-NHMec substrate, 1536-well (AID 1619) | recombinant M17LAP, H-Leu-NHMec fluorogenic kinetic assay; higher % means a stronger effect | inhibition, % at 30 µM, or IC50 in µM where a hit was titrated | actives 0.38% (n = 220,000);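 active means compound inhibiting the enzyme by more than half at any dose during confirmatory dose-response retesting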;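 further: plate controls were full reaction with DMSO carrier for no effect and no enzyme background for full effect; strong numbers were not always called active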
XIAP antagonists: XIAP antagonists, biochemical, IAP family, fluorescence polarization (AID 1018); XIAP BIR domain, fluorescence polarization peptide displacement; higher % means a stronger effect; displacement, % at 20 µM; hits with a dose series show IC50 in µM; actives 0.007% (n = 200,000); in the data active means displacement above about 50%; further: a part of the inactive calls stands beside numbers as strong as those of hits
Hep lipid drop cells 6.5 µM: second read-out of Hep lipid drop, no call of its own (marks repeat the call); cell count; measured here: cell count, cytotoxicity flag;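 cells counted across two imaged fields per well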
Numbers without * were called inactive; x = not tested or not shown. Unless noted, no stated cut-off is given here; in the data, active means inhibition above about 50%; inactive means the rest. The list is partial, so the mix of outcomes need not match the whole.

SMILES	Hep lipid drop	Hep lipid drop cells 6.5 µM	NOD2 inhibition	CSM14.1 death rescue	AID2073	LYP phosphatase	P. falciparum M1AAP	Siah-1 displacement	M17LAP inhibition	XIAP antagonists
COC(=O)/C=C1/C(=O)N/C(=N\c2nc(C)cc(C)n2)N1c1ccc(OC)cc1	-3	596	11%	16%	4%	0%	14%	10%	25%	-6.5%
OCCN(Cc1ccccc1)Cc1cccc(Cl)c1Cl	x	x	24%	-1.5%	-5%	-7%	-8%	2%	6%	-4.0%
CSCC(=O)N1CCCC(N2CCN(c3cccc(C(F)(F)F)c3)CC2)C1 (stereo not drawn)	-1	794	-20%	x	2%	-5%	x	-2%	x	x
COc1ccc(N2C(=O)C3CC(C)=C(C)CC3C2=O)c(OC)c1 (stereo not drawn)	x	x	7%	-1.4%	-2%	-12%	-4%	-1%	-5%	-5.3%
CCc1cc(=O)n2[nH]c(C)c(-c3ccc(OC)cc3)c2n1	-26	801	-62%	x	14%	-8%	x	0%	x	x
CNc1nc(Cl)c(SC)c(NC2CCCCC2)n1	10	716	12%	x	13%	1%	2%	6%	0%	-1.6%
CCOC(=O)C1CCN(C(=O)CSc2ccc(Br)cc2)CC1	-4	679	6%	-2.2%	-4%	-5%	0%	1%	2%	-6.1%
CCN(c1cccc(C)c1)S(=O)(=O)c1c(C)[nH]c(=O)[nH]c1=O	1	760	7%	4.0%	3%	-7%	0%	6%	16%	-5.8%
Cc1ccc(CNc2cc(C(=O)O)ccc2Cl)s1	3	834	-3%	x	6%	-10%	x	5%	x	x
Nc1nc(CN2CCN(C(c3ccccc3)c3ccccc3)CC2)nc(Nc2ccccc2)n1	0	690	-4%	x	30%	0%	8%	3%	-10%	x
N#CCOC(=O)[C@H](Cc1ccccc1)N1C(=O)c2ccccc2C1=O	-8	785	4%	x	1%	-6%	x	5%	x	x
COc1cccc(-c2ccc(=O)n(CC(=O)NCCN3CCOCC3)n2)c1	0	678	9%	-2.0%	0%	-6%	-1%	1%	7%	-8.8%
Cc1ccc(S(=O)(=O)NCC(=O)N(CC(=O)NCC2CCCO2)C2CCCC2)cc1 (stereo not drawn)	x	x	16%	-0.2%	1%	-8%	4%	-1%	-4%	-5.2%
CC(=O)N[C@H]1[C@H](Oc2ccc3c(c2)CCC2C3CC[C@]3(C)C(=O)CCC23)O[C@H](CO)[C@@H](O)[C@@H]1O (stereo partly drawn)	5	804	14%	x	8%	-7%	x	10%	x	x
CCOC(=O)n1c(=O)n(Cc2ccccc2C)c2ccccc21	-14	723	13%	0.4%	-20%	-5%	4%	0%	-16%	-6.0%
Cc1c(NC(=O)C(C)OC(=O)/C=C/c2ccc3c(c2)OCO3)c(=O)n(-c2ccccc2)n1C (stereo not drawn)	-9	648	1%	24%	-2%	-5%	9%	5%	9%	-4.1%
O=C(Nc1cccc(-c2nc3ccccc3c(=O)o2)c1)c1ccccc1	-141	755	8%	-0.1%	23%	-5%	7%	15%	12%	-7.8%
CCOc1ncccc1C(=O)Nc1ccc(S(=O)(=O)NC2=NCCCCC2)cc1	-9	664	8%	-0.7%	4%	-3%	-1%	-5%	-2%	-3.4%
CC(Nc1[nH]c(=O)n(C)c(=O)c1N=O)c1ccccc1 (stereo not drawn)	-30	769	2%	-2.8%	-12%	-5%	-2%	0%	18%	-9.5%
Cc1nn(-c2ccc(C(=O)O)cc2)c(N)c1-c1ccccc1	x	x	-103%	-3.5%	7%	-6%	12%	5%	5%	-8.2%
O=C(CN1C(=O)c2ccccc2C1=O)NCCc1c[nH]c2ccc(Cl)cc12	-4	622	14%	0.5%	-9%	4%	15%	-1%	7%	-0.7%
C=CCOC(=O)C1=C(C)NC(SCC(=O)OCC)=C(C#N)C1c1ccc(O)c(OC)c1 (stereo not drawn)	x	x	3%	4.7%	29%	-2%	8%	3%	3%	-2.7%
Cc1cccn2c(CN(C)C3CCCc4ccccc43)c(C(=O)N3CCOCC3)nc12 (stereo not drawn)	-7	738	6%	6.4%	38%	-10%	x	3%	x	-4.1%
COc1ccc(NC(=O)C2CC(=O)N(c3ccccc3C)C2)c(OC)c1 (stereo not drawn)	-3	863	-2%	x	-8%	-7%	x	-4%	x	x
Clc1ccc(CNCCCSc2ncccn2)cc1	8	737	-1%	x	3%	-8%	x	0%	x	x
CCNS(=O)(=O)c1c(C)cc(N2CCCC2=O)cc1C	3	718	3%	-2.3%	-2%	-10%	-9%	4%	-15%	-1.6%
COc1ccc(C(=S)N2CCOCC2)cc1OC(=O)c1cc(OC)c(OC)c(OC)c1	-4	804	-16%	x	-16%	-1%	x	-2%	x	x
COc1ccc(C2=C(Nc3ccccc3)c3ccccc3C2=O)cc1	2	560	18%	0.2%	-6%	1%	5%	-6%	-1%	-5.9%
Cn1c(=O)c2c(nc(NCCc3ccccc3)n2Cc2ccc(F)cc2)n(C)c1=O	-7	672	14%	-1.1%	6%	-4%	2%	-3%	-3%	-8.0%
O=C(O)c1ccc(CSc2nnc(-c3ccncc3)n2-c2ccc(Br)cc2)cc1	4	639	15%	-0.5%	7%	-5%	-5%	-2%	29%	-13%
CC(C)C(NC(=O)CNC(=O)OC(C)(C)C)C(=O)NCc1ccc(Cl)cc1 (stereo not drawn)	-14	666	3%	0.0%	30%	-8%	2%	1%	-11%	-5.9%
Cc1c(Cl)cccc1NC(=S)NCC(O)c1ccccc1 (stereo not drawn)	-2	805	13%	x	-6%	-8%	x	11%	x	x
O=C(c1cc([N+](=O)[O-])ccc1Cl)N1CCN(c2ccc(F)cc2)CC1	3	743	-7%	1.8%	-19%	-4%	6%	7%	3%	-0.6%
Cc1ccccc1C(=O)NC=C1C(=O)OC(C)(C)OC1=O	5	696	-9%	-0.4%	-1%	0%	8%	2%	5%	-7.2%
CCOC(=O)c1cnc(SCC(C)C)nc1N	x	x	-86%	-0.2%	-8%	-2%	-2%	-6%	-3%	-6.2%
COc1cccc(-c2cc(C(=O)N3CCOCC3)no2)c1	0	838	-89%	x	-7%	-9%	x	6%	x	x
COC(=O)C(CC(=O)O)NCc1ccco1 (stereo not drawn)	-5	679	25%	x	4%	-3%	2%	14%	0%	x
CCCn1c(SCC(=O)Nc2nnc(CC)s2)nnc1-c1ccco1	13	795	12%	-3.7%	-3%	0%	7%	-2%	19%	1.6%
Cc1ccc(NCc2nnc(SCC(=O)Nc3nnc(C)s3)n2C)cc1	14	672	11%	-0.2%	-4%	-11%	-10%	-1%	3%	2.2%
c1ccc(CSc2nnnn2-c2cccc3ccccc23)nc1	x	x	-4%	-0.7%	-6%	0%	1%	-2%	5%	-1.6%
COc1ccc(CCNC(=O)C2CCN(C(=O)c3cccc(Cl)c3)CC2)cc1OC	-12	778	5%	x	3%	-10%	x	0%	x	x
CCc1ccc(C(=O)COC(=O)CNC(=O)c2ccco2)cc1	x	x	2%	0.3%	-3%	-13%	1%	0%	24%	-2.9%
CC(=O)Nc1ccc(S(=O)(=O)N(C)c2ccccc2)cc1	x	x	-2%	0.4%	-5%	6%	0%	4%	3%	-7.1%
COCC(=O)Nc1ccc(C(C)C)cc1	0	746	-48%	-2.6%	-5%	-7%	3%	-1%	2%	-4.7%
CNc1nc(SCC(=O)Nc2ccc(Cl)c(Cl)c2)nc(N2CCOCC2)n1	-2	861	9%	x	10%	-7%	x	2%	x	x

Full records from above. Screens in order: Hep lipid drop, Hep lipid drop cells 6.5 µM, NOD2 inhibition, CSM14.1 death rescue, AID2073, LYP phosphatase, P. falciparum M1AAP, Siah-1 displacement, M17LAP inhibition, XIAP antagonists
`COc1ccc(CCNC(=O)C2CCN(C(=O)c3cccc(Cl)c3)CC2)cc1OC` across the screens: -12, 778, 5%, x, 3%, -10%, x, 0%, x, x
`Cc1c(Cl)cccc1NC(=S)NCC(O)c1ccccc1` (stereo not drawn) across the screens: -2, 805, 13%, x, -6%, -8%, x, 11%, x, x
`CCCn1c(SCC(=O)Nc2nnc(CC)s2)nnc1-c1ccco1` across the screens: 13, 795, 12%, -3.7%, -3%, 0%, 7%, -2%, 19%, 1.6%
`Cc1ccc(NCc2nnc(SCC(=O)Nc3nnc(C)s3)n2C)cc1` across the screens: 14, 672, 11%, -0.2%, -4%, -11%, -10%, -1%, 3%, 2.2%

(listing goes on)
SMILES	Hep lipid drop	Hep lipid drop cells 6.5 µM	NOD2 inhibition	CSM14.1 death rescue	AID2073	LYP phosphatase	P. falciparum M1AAP	Siah-1 displacement	M17LAP inhibition	XIAP antagonists
CC1(C)CC2CC(C)(CN2C(=O)NC(=O)c2ccccc2)C1 (stereo not drawn)	2	626	1%	-1.3%	4%	-4%	11%	-2%	-9%	-1.3%
COc1ccc(CN2CCNC(=O)C2CC(=O)N(C)Cc2ccccn2)cc1OC (stereo not drawn)	-5	653	7%	-1.9%	4%	-5%	-10%	0%	7%	-8.2%
CCc1nn(CC(=O)NCCCN2CCN(C)CC2)c(=O)c2cc3sccc3n12	-6	667	8%	x	7%	-3%	x	0%	x	x
CC(=O)Nc1ccc(S(=O)(=O)N(Cc2cccnc2)Cc2cc3ccc(C)cc3[nH]c2=O)cc1	-7	706	-1%	x	21%	-7%	x	11%	x	x
COc1ccc(Cl)cc1NC(=O)NC1CCCCC1	1	724	9%	-0.9%	-5%	-5%	4%	2%	4%	-5.8%
COCCN(C(=O)CSc1nc2nc(C)cc(C)n2n1)c1c(N)n(Cc2ccccc2)c(=O)[nH]c1=O	-1	702	12%	-1.0%	1%	-4%	-4%	-5%	-4%	-0.5%
COc1ccc(N2CCN(C(=O)CSc3nnc4n3C(C)(C)Cc3ccccc3-4)CC2)cc1	-16	738	15%	x	-10%	-4%	19%	-5%	-3%	-5.4%
Cc1c(C)[n+](=O)c2c(n1[O-])CCC2	x	x	19%	-1.6%	-3%	-10%	2%	0%	-4%	-2.9%
CCOc1ccccc1NC(=O)Cn1ncc2ccc([N+](=O)[O-])cc21	x	x	-4%	x	8%	-7%	x	1%	x	x
CCCCC(=O)Nc1ccc(C(=O)NCCCn2ccnc2)cc1	20	746	0%	x	-3%	-4%	-13%	-10%	2%	0.3%
c1ccc(CSc2nnc(SCc3ccccn3)s2)nc1	x	x	-15%	-0.3%	4%	-5%	3%	4%	0%	-4.9%
CNC(=O)c1[nH]cnc1C(=O)N[C@@H](C)C(=O)OC(C)(C)C	20	697	20%	-1.7%	3%	-7%	-2%	12%	3%	-7.0%
COc1cccc(-c2nnc(SCCC(=O)O)n2C)c1	13	789	9%	-1.3%	-7%	-3%	8%	-5%	26%	-8.5%
CCc1ccccc1NC(=O)c1cc(S(=O)(=O)N2CCCC2)c[nH]1	0	782	9%	x	7%	-12%	x	31%	x	x
CC(=O)c1c(C)[nH]c(C(=O)N(CCc2ccccc2)Cc2ccccc2)c1C	-10	681	-11%	6.9%	0%	1%	10%	-2%	14%	2.1%
Nc1nc(NCCCN2CCOCC2)nc(Nc2ccc(F)cc2)c1[N+](=O)[O-]	-9	695	-9%	-2.5%	-4%	-2%	9%	-3%	18%	-2.5%
